# Screening data deposited in PubChem BioAssay by National Center for Advancing Translational Sciences (NCATS).
# D2 ag: HTS Assay for Allosteric Agonists of the Human D2 Dopamine Receptor: Primary Screen for Agonists | HEK293 T-REx D2 cells, calcium flux agonist mode | hit rate 0.53% among 340,000 | AID 485358, 2010 | activation, % at 2 µM;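 active means activation over 3 SD above normal in the single-dose calcium agonist read, cut at about 30% in these data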; further: 0% is about no effect
# Target sequence (P14416 whole entry, looked up): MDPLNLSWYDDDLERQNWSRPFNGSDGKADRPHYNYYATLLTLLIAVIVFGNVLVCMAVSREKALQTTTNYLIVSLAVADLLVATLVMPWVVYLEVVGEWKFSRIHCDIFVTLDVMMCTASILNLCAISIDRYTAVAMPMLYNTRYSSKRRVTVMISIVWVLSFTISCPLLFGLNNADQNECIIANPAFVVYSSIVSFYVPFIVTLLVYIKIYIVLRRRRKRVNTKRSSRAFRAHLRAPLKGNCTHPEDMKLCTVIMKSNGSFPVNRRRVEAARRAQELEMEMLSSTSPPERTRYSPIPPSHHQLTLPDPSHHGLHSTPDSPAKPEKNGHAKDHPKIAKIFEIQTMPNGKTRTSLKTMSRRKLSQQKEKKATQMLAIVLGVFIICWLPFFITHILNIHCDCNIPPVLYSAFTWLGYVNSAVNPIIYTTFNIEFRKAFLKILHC
#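 Tetracycline-induced HEK293 T-REx cells with force-coupled D2 receptor, plated overnight at 30 C, loaded with no-wash calcium dye. After a 10 s baseline, compound was pin-added and calcium flux read kinetically for 180 s; calcium rises flagged agonists.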
# D1 PAM: Potentiators of Human D1 Dopamine Receptor: qHTS; potentiation, % at 10 µM; hit rate 0.036% among 360,000; AID 504651, 2011; HEK293 TREx D1 cells, calcium flux, dopamine EC20 potentiation; in the data active means potentiation above about 30%; further: 0% is about no effect
# RXFP1 antag: qHTS Assay for Antagonists of the Relaxin Receptor RXFP1; activity change, negative = inhibition, % at 57.5 µM; HEK293-RXFP1, relaxin-stimulated cAMP HTRF, 30 min; hits give low values; hit rate 0.59% among 350,000; Relaxin receptor 1 (Homo sapiens), Q9HBX9;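 active means activity change of -60% or lower, but not beyond a set lower limit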; further: on the % scale 0 is the no-effect control and ±100 the full control effect
# TRHR PAM: qHTS for Small Molecule Agonists and Allosteric Enhancers of Human TRH Receptor: Primary Screen for Enhancers; enhancement, % at 2 µM; TRHR cells, fluo-8 calcium fluorescence, EC20 TRH enhancement; AID 493056, 2011; Thyrotropin-releasing hormone receptor (Homo sapiens), P34981; hit rate 0.66% among 360,000; in the data active means enhancement above about 30%; further: 0% is about no effect
# Target sequence (P34981 whole entry, looked up): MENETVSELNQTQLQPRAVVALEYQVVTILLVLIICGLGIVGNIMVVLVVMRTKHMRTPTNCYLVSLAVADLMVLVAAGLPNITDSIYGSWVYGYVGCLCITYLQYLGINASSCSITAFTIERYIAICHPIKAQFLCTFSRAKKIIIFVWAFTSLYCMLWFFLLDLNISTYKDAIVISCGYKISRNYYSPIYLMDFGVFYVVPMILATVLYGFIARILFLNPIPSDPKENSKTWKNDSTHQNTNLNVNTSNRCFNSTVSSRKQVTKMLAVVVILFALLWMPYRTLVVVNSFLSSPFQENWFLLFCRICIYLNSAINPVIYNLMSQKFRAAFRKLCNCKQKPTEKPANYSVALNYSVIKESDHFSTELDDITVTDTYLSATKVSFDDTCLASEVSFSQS
#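 Enhancer read-out: after compound pinning and an initial kinetic agonist-mode read, an EC20 of TRH (10 nM final) was injected and fluo-8 calcium signal (Ex 480/Em 530) followed at 1 s/cycle for 100 cycles in TRHR-expressing cells.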
# D1 antag: Antagonist of Human D 1 Dopamine Receptor: qHTS | activity change, negative = inhibition, % at 10 µM | HEK293 TREx D1 cells, calcium flux, dopamine EC80; hits give low values | AID 504652, 2011 | D(1A) dopamine receptor (Homo sapiens), P21728 | hit rate 3.2% among 360,000; in the data active means activity change below about -30%; further: on the % scale 0 is the no-effect control and ±100 the full control effect
#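 HEK293 T-REx cells expressing inducible, force-coupled D1 receptor; no-wash Ca dye, 30–90 min RT. Cmpd → 180 s read at 1 Hz → EC80 DA → 180 s read.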
# D2 PAM: HTS Assay for Positive Allosteric Modulators of the Human D2 Dopamine Receptor: Primary Screen for Potentiators; potentiation, % at 10 µM; D(2) dopamine receptor (Homo sapiens), P14416; hit rate 0.34% among 340,000; AID 485347, 2010; HEK293 T-REx D2, calcium flux, EC20 dopamine potentiation;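 active means potentiation over 3 SD above the plate norm, cut at about 30% in these data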; further: 0% is about no effect
#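 Primary screen. Calcium kinetics in induced HEK293 T-REx D2 cells: compound pre-addition 180 s, EC20 dopamine, 180 s more.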
# D2 antag: HTS Assay for Allosteric Antagonists of the Human D2 Dopamine Receptor: Primary Screen for Antagonists; D(2) dopamine receptor (Homo sapiens), P14416; HEK293 TREx D2 cells, calcium flux, dopamine EC80; inhibition, % at 10 µM; hit rate 2% among 340,000; AID 485344, 2010; in the data active means inhibition above about 30%; further: 0% is about no effect
#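 Read-out: kinetic calcium fluorescence (1 cycle/s) in inducible HEK293 T-REx D2 cells after an EC80 dopamine addition that followed 180 s compound preincubation. Loss of the dopamine response indicates antagonism.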
# TRHR ag: qHTS for Small Molecule Agonists and Allosteric Enhancers of Human TRH Receptor: Primary Screen for Agonists | AID 493084, 2011 | hit rate 0.18% among 360,000 | activation, % at 2 µM | TRHR cells, calcium flux fluo-8, FDSS agonist mode | Thyrotropin-releasing hormone receptor (Homo sapiens), P34981; further: 0% is about no effect
#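 Agonist-mode FDSS calcium read (Ex 480/Em 530, 1 s cycles) in 1536-well TRHR cells with fluo-8 dye, after 10-cycle baseline and 23 nL compound addition; TRH at EC20 (10 nM final) added afterwards for the enhancer phase.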
# D1 ag: Allosteric Agonists of the Human D1 Dopamine Receptor: qHTS | D(1A) dopamine receptor (Homo sapiens), P21728 | HEK293 T-REx D1 cells, calcium flux, agonist mode | activation, % at 2 µM | hit rate 1% among 360,000 | AID 504660, 2011; further: 0% is about no effect
#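 Inducible HEK293 T-REx D1 cells, force-coupled to calcium signalling, were plated at 4000 cells/well with tetracycline and held overnight at 30 C. After no-wash calcium dye loading, compound-evoked calcium rise over 180 s flagged agonists.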
# * hit, by the source's call; · = not tested or not shown. Unless noted, no stated cut-off is given here; in the data, active means activation above about 30%; inactive means the rest.
SMILES,D2 ag,D1 PAM,RXFP1 antag,TRHR PAM,D1 antag,D2 PAM,D2 antag,TRHR ag,D1 ag
O=C(Nc1ccccc1C(=O)O)c1ccc(Br)c(S(=O)(=O)NCc2ccccc2)c1,1.3,2.5,-37.1,3.7,8.4,30.0,7.4,-0.5,2.2
CC(NC(=O)c1ccco1)C(=O)OCC(=O)N1CCCCCC1 (stereo not drawn),-0.7,-2.5,-9.1,-4.0,-2.1,-3.9,20.9,0.1,0.0
COCCN(CCOC)C(=O)c1ccc(SCc2ccc(C)cc2)c([N+](=O)[O-])c1,-0.3,-12.2,-7.2,1.6,-2.3,-1.3,8.0,2.8,2.9
CCOC(=O)N1CCC(NC(=O)CCC(=O)N2CC(C)Oc3ccc(C)cc32)CC1 (stereo not drawn),-0.1,0.5,-0.4,-1.8,-3.2,-1.8,-4.6,-0.9,2.6
O=C(C1CCN(S(=O)(=O)N2CCOCC2)CC1)N1CCN(c2ccc(F)cc2)CC1,-0.1,0.3,-0.1,2.2,-12.3,7.4,-15.7,-3.3,4.8
Cc1ccc(C(=O)Nc2nc3n(n2)C(c2ccccc2)CC(=O)N3)cc1 (stereo not drawn),-1.0,-3.1,4.4,1.4,4.3,-19.8,-9.5,-0.5,3.1
COc1ccc(N2CCN(C(=O)COC(=O)c3c(-c4ccccc4)noc3C)CC2)cc1,-0.1,-2.5,-7.3,-2.1,2.6,11.7,-25.6,-0.6,5.0
O=C(NC(=S)Nn1cnnc1)c1ccccc1Cl,0.1,-2.4,1.0,-3.8,4.7,-25.0,3.7,0.5,1.6
COC(=O)c1c(NC(=O)CSc2nc(-c3ccco3)cc(C(F)(F)F)n2)sc2c1CCCC2,0.8,1.6,-2.2,0.5,5.4,-0.8,-7.9,0.3,-0.4
Cc1ccccc1Nc1nnc(SCC(=O)NC(=O)NCc2ccco2)s1,-0.2,-1.1,24.9,0.7,2.6,5.5,8.3,-1.7,1.2
COc1ccc(C(=O)NCc2ccc3c(c2)CCN3C(C)=O)c(OC)c1,0.4,-2.0,3.8,-0.6,-0.2,14.2,·,-1.0,1.7
CCN(CCCNC(=O)CCCOc1cc(=O)n(C)c2ccccc12)Cc1ccccc1,-0.4,-2.2,-5.1,-1.2,10.1,-14.4,8.6,-0.4,1.9
CC(=O)c1cccc(NC(=O)[C@@H](NC(N)=O)C(C)C)c1,0.1,4.2,-3.3,1.3,10.5,-3.7,8.3,0.2,0.9
O=S(=O)(c1ccc(F)cc1)N1CC=C(c2ccccc2)CC1,29.4,0.2,-2.9,1.9,-9.1,-15.0,4.7,-0.5,2.2
COc1ccc(C(=O)NCC(=O)NCC(=O)OCc2ccc(Cl)cc2)cc1,0.2,1.6,17.6,1.2,0.7,-6.7,-3.6,-0.7,0.5
CCCNC(=S)Nc1cc2oc3ccccc3c2cc1OC,1.0,-2.4,-1.6,-0.4,-14.3,-2.8,8.0,-0.4,4.8
CN(Cc1ccccc1)c1nc(-c2ccc([N+](=O)[O-])cc2)nc2ccccc12,-0.3,1.2,8.6,1.1,19.1,22.8,-10.5,0.4,10.6
Cc1ccc(SCCNC(=O)/C=C/c2cccc([N+](=O)[O-])c2)cc1,-0.3,-5.3,10.9,12.8,-25.8,-5.1,0.1,-0.2,2.9
CCc1ccc(NCc2cc3cc4c(cc3n(CC(=O)Nc3ccc(OC)cc3)c2=O)OCO4)cc1,0.4,-2.9,-30.2,-3.0,-2.0,-6.8,·,0.3,-0.7
O=C(CSc1ccccn1)c1ccc2c(c1)OCO2,0.1,-6.1,-21.3,0.1,-9.7,7.3,-4.3,0.0,2.6
Cc1ccccc1CN1C(=O)C(O)(CC(=O)c2ccccc2)c2cc(Cl)ccc21 (stereo not drawn),0.8,-3.0,-11.7,-5.1,-12.1,4.4,·,0.1,4.0
NC(=O)CN1CCN(c2cccc(Cl)c2)CC1,1.6,-2.6,4.0,-10.2,20.3,-2.8,-0.4,0.4,8.3
O=C(CCCCCN1C(=O)c2ccccc2C1=O)Nc1cccc(O)c1,-0.5,-2.7,4.4,-0.9,1.3,-2.8,-4.7,-0.4,7.5
Cc1cc(C(=O)NNC(=S)NCC2CCCO2)cs1 (stereo not drawn),0.1,-4.5,9.8,5.3,-14.2,-0.2,-5.7,0.0,2.6
C=CCN1C(=O)SC(Cc2cccc(OC)c2O)C1=O (stereo not drawn),1.0,-0.3,-36.3,-1.4,-14.2,-0.5,-5.6,1.1,3.9
CC(=O)Nc1ccc(OCc2cc(=O)n3ccccc3n2)cc1,0.9,4.7,8.0,1.3,6.8,2.4,·,0.3,1.4
O=[N+]([O-])c1ccccc1CNc1ccc(F)c(Cl)c1,0.3,7.0,10.2,1.6,-0.7,11.4,-1.9,-1.0,-1.8
CC(C)S(=O)(=O)C/C(N)=N/OC(=O)c1cc(Cl)cc(Cl)c1,-0.8,-0.8,-8.4,4.3,6.0,-4.4,-9.6,-0.1,5.0
COc1ccc(NC(=O)NNC(=O)CCc2ccc(O)c(O)c2)cc1OC,39.0*,0.3,3.5,0.6,-0.9,-8.9,-7.9,0.7,4.0
O=C(Cn1c(=O)oc2ccccc21)NCCc1ccccc1Cl,2.6,5.6,0.5,-3.3,1.5,8.3,-0.4,0.0,2.9
O=C(OCC(=O)N(CCc1ccccc1)Cc1ccccc1)c1cc(S(=O)(=O)N2CCOCC2)ccc1F,0.6,-4.5,-9.2,-12.2,-2.0,5.3,21.1,1.0,5.7
COCC(C)n1c(C)cc(C(=O)CN2C(=O)NC(Cc3c[nH]c4ccccc34)C2=O)c1C (stereo not drawn),0.3,-0.3,-0.9,-1.0,-8.1,1.4,2.0,0.7,-1.3
CC(C)N(C(=O)COC(=O)c1ccccc1C(=O)N1CCN(c2ccc(F)cc2)CC1)C(C)C,-0.6,1.4,4.8,-4.5,-14.1,1.6,-0.6,-0.5,-0.2
CCOc1ccc(NC(=O)c2ccc(F)c(S(=O)(=O)NCc3ccc4c(c3)OCO4)c2)cc1,0.3,0.2,-20.3,-0.2,-33.9*,-0.9,·,-0.7,4.2
CCCn1c(=S)[nH]c2cc(C(=O)N3CCN(C4CCCCC4)CC3)ccc2c1=O,0.0,-3.9,-23.2,-1.7,-20.3,-8.6,23.2,-0.5,0.7
CN(C)S(=O)(=O)N1CCC(Oc2ccc(C(=O)N3CCCCCCC3)cc2)CC1,0.5,-7.6,-15.6,12.5,-34.9*,6.7,1.0,0.3,22.7

# An excerpt from above, limited to D2 ag:
mol,D2 ag
C=CCN1C(=O)SC(Cc2cccc(OC)c2O)C1=O (stereo not drawn),1.0
CC(=O)Nc1ccc(OCc2cc(=O)n3ccccc3n2)cc1,0.9

# Taken from above:
# D2 ag result of `CC(=O)Nc1ccc(OCc2cc(=O)n3ccccc3n2)cc1` stands at 0.9
# TRHR ag result of `O=C(Cn1c(=O)oc2ccccc21)NCCc1ccccc1Cl` stands at 0.0
# D1 ag result of `COc1ccc(NC(=O)NNC(=O)CCc2ccc(O)c(O)c2)cc1OC` stands at 4.0
# D1 ag result of `CCCn1c(=S)[nH]c2cc(C(=O)N3CCN(C4CCCCC4)CC3)ccc2c1=O` stands at 0.7
# D1 antag result of `CC(C)N(C(=O)COC(=O)c1ccccc1C(=O)N1CCN(c2ccc(F)cc2)CC1)C(C)C` stands at -14.1

# (next part)
SMILES,D2 ag,D1 PAM,RXFP1 antag,TRHR PAM,D1 antag,D2 PAM,D2 antag,TRHR ag,D1 ag
CCOc1ccc(S(=O)(=O)N2CCOCC2)cc1NC(=O)CSC(=S)N1CCCC1,-2.3,2.5,-3.9,-4.9,-25.2,12.2,-12.0,-0.4,3.1
CC(Sc1ccccc1)C(=O)NNC(=O)c1csc(N2CCOCC2)n1 (stereo not drawn),0.4,-5.5,-12.4,-5.7,5.4,15.2,-9.4,0.0,1.1
C=CCN1C(=O)/C(=C\c2ccc(Cl)cc2)N=C1SCC(=O)NCCC,-0.1,-8.0,-0.6,-5.1,12.3,7.4,-3.9,-1.0,-0.3
O=C(CN1CCN(c2ccccn2)CC1)Nc1ccccc1F,73.0*,-7.2,3.9,-0.8,16.1,-15.1,56.9*,-0.9,0.7
CN(CCO)c1cnccn1,0.7,-2.8,-2.2,1.6,-9.0,10.6,5.0,1.0,5.2
CCn1c(=O)c(C(=O)NCc2ccc(Cl)cc2)c(O)c2ccccc21,1.3,-2.4,0.6,6.0,-1.0,14.6,21.3,0.9,1.4
Cc1[nH]c2ccc(C(=O)Nc3ccc(F)cc3)cc2c1C,-0.3,-4.5,-20.8,-4.9,7.1,-5.0,·,-0.5,1.0
Cc1ccc(C)c(NC(=O)c2ccccc2O)c1,0.5,-2.2,3.7,-7.3,-10.5,-5.8,-12.3,2.0,12.6
CCn1c(SCC(=O)NCc2ccc3c(c2)OCO3)nnc1-c1cccs1,-0.8,-2.8,0.9,-7.6,19.1,-7.1,6.9,-0.2,0.6
COc1ccc(CNC(=O)CC2(CC(=O)O)CCCCC2)cc1,0.9,4.5,-4.2,2.6,-4.7,4.1,-16.0,1.1,2.3
Cc1cc(C)c(S(=O)(=O)NCc2ccccn2)c(C)c1,-2.1,4.2,-4.6,1.1,16.9,8.6,0.3,0.3,-1.6
CNCc1ccccc1OCc1ccccc1F,-0.8,-3.9,-19.2,-1.0,-4.4,-5.9,1.9,0.7,4.8
COCC1CCN(C(=O)c2cc(COc3ccccc3SC)on2)C1 (stereo not drawn),-1.3,-1.9,-0.2,2.0,-14.2,1.4,-3.8,-0.7,1.2
CCN=C1SC(C(=O)Nc2cc(Cl)cc(Cl)c2)CC(=O)N1CC (stereo not drawn),0.1,-2.8,-11.0,-3.5,2.3,14.8,-7.1,0.2,0.1
C=CCNC(=O)N[C@@H](Cc1ccccc1)C(=O)OC,0.5,8.4,-7.2,4.0,2.0,0.1,15.0,0.3,1.1
Cc1ccc(S(=O)(=O)Nc2ccc3c(c2)CCC3)cc1C,0.8,-5.0,-19.9,-5.3,-4.4,-5.2,-7.0,-0.1,5.1
CCc1cccc(NC(=O)CN(C)S(=O)(=O)c2cccc3nsnc23)c1,0.3,-6.8,-11.3,-8.1,7.5,-2.3,3.4,-0.7,-3.5
